14-3-3 PPI = modulators of 14-3-3 gamma protein binding, primary screen, biochemical, fluorescence polarization | 14-3-3 protein gamma (Homo sapiens), P61981 | FP, 14-3-3gamma / TMR-pS259-Raf peptide binding | inhibition, % at 40 µM | actives 0.19% (n = 160,000) | AID 422, 2006; in the data active = inhibition above about 30%;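 note: 0% = protein plus tracer without compound and 100% = blank with tracer alone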
Target sequence (P61981 whole entry, looked up): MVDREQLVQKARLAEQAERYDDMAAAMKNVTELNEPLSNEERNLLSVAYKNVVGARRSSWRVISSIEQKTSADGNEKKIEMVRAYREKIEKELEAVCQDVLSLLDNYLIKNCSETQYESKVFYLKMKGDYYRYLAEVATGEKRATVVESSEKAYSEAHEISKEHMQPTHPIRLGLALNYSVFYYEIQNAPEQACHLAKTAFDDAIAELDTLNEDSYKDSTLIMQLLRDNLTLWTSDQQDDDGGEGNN
* = called active by the depositor; & = joins results of further samples.

SMILES	14-3-3 PPI
COC(=O)C(NC(C)=O)(Nc1ccc(C)cn1)C(F)(F)F (stereo not drawn)	-1
O=C(C(NS(=O)(=O)c1cccc2nsnc12)c1ccccc1)N1CCN(c2ccccn2)CC1 (stereo not drawn)	-6
CC(=O)c1ccc(Nc2nc(-c3ccccc3)c3cc(Br)ccc3n2)cc1	-14
O=C(CSc1nnc(CNc2ccccc2)o1)N1CCc2ccccc21	-1
COc1ccc(C)cc1NC(=O)c1cc(S(=O)(=O)NC2CCCCCC2)ccc1F	-24
Cc1cc(C)n(C(=O)COc2ccc(Cl)cc2C)n1	-1
CC(=O)Nc1cccc(C(=O)Nc2ccc(C)cc2)c1	4
N#Cc1ccc(C(=O)Nc2ccc(-c3nc4ncccc4o3)cc2)c(F)c1	-14
Cn1c(SC/C=C/c2ccccc2)nnc1-c1cccs1	5
COc1ccccc1CNC(=O)C1c2cc(OC)c(OC)cc2C(=O)N(C)C1c1ccc(SC)cc1 (stereo not drawn)	-9
CC1=C(C(N)=O)C(c2cccs2)n2nc(-c3cccc(C)c3)nc2N1 (stereo not drawn)	2
COc1ccc(C2C3C(=O)N(c4cccc(Cl)c4)C(=O)C3ON2c2ccccc2C)cc1 (stereo not drawn)	-2
CN1CCc2c(sc(/N=C/c3cccs3)c2C(N)=O)C1	-37
Cc1ccc(-c2ncnn2-c2cccc(Cl)c2C)cc1	2
CCC(=O)N1CCc2cc(S(=O)(=O)Nc3cc(C)cc(C)c3)ccc21	6
CCCN1CCC(N2CCCC(C(=O)N3CCCCCC3)C2)CC1 (stereo not drawn)	-6
Nc1ccc(C(=O)Nc2nc3ccc4ccccc4c3s2)cc1	-4
CC(C)(C)C1CCc2c(sc(N=Cc3cccnc3)c2C#N)C1 (stereo not drawn)	6
O=C(Nc1nc2ccccc2s1)C1CC(=O)N(c2ccc(Br)cc2)C1 (stereo not drawn)	-15
Clc1ccc(-c2nn3cnnc3s2)c(Cl)c1	-10
COc1ccc(OC)c(NC(=O)C2CCCNC2=O)c1 (stereo not drawn)	5&2
Cc1cc(-c2ccccc2)nc(SCc2ccc(C(=O)O)o2)n1	-7
CCOC(=O)C1CCCN(C(=O)c2cc3c(=O)[nH]c4ccccc4c3s2)C1 (stereo not drawn)	-5
CC(C)C(NC(=O)c1ccc(F)cc1)C(=O)NC1=NCCS1 (stereo not drawn)	2
CC(=O)C(Sc1ccc2nnc(-c3ccc(F)cc3)n2n1)C(C)=O	-3

Next part.
SMILES	14-3-3 PPI
CNC(=O)CCc1nc(-c2ccc(C(C)(C)C)cc2)no1	-1
CCCN1C(=O)c2ccc(C(=O)NC3CCCCC3)cc2C1=O	-5
CCOC(=O)C1=C(C)NC2=C(C(=O)C(C(=O)OCC)C(c3ccc(OC)cc3)C2)C1c1cccs1 (stereo not drawn)	10
Cc1ccc(-c2nc(C#N)c(NCCN3CCCCC3)o2)cc1	-15
O=C(Nc1nnc(CSCc2ccccc2)s1)c1cccs1	-2
Cc1cc(C)n(-c2ccc(F)cc2)c(=O)c1C(=O)O	-1
Oc1ccc(Br)cc1/C=N/n1cnc2ccccc21	1
CCCc1oc2c(cc(NS(=O)(=O)c3ccc(F)cc3)c3ccccc32)c1C(=O)OCC	-14
Cn1c(=O)[nH]c(=O)c2c1nc(Br)n2CCCSc1nc2ccccc2o1	-9
CCc1ccc(NS(=O)(=O)c2ccc3[nH]cc(C(=O)NC4CCCCC4C)c(=O)c3c2)cc1 (stereo not drawn)	-7
CCOC(=O)N1CCC(NC(=O)Cn2ncc3c2-c2cc(C)ccc2OC3)CC1	-3
CCCCCCCC/C=C\CCCCCCCC(=O)NCCc1ccc(O)c(O)c1	3
CCOC(=O)c1ccc(N=c2oc3c(OCC)cccc3cc2-c2nc3ccccc3[nH]2)cc1	-5
Cc1ccc(C2(c3ccc(C)cc3)OC(=O)c3ccccc32)cc1	20
O=C(O)Cn1ncc2c1-c1ccoc1CC2	11
O=C(CSc1nc2ccsc2c(=O)n1Cc1ccc(F)cc1)NC1CCCCC1	-5
CCOC(=O)C1CCN(C(=O)Cn2cnc3sc(C)c(S(=O)(=O)N4CCOCC4)c3c2=O)CC1	-7
CSc1nnc2c(n1)OC(c1ccccc1OCC(=O)O)Nc1ccc(Br)cc1-2 (stereo not drawn)	-6
CCOc1ccccc1Nc1nc(N)nc(CSc2nccc(C)n2)n1	-9
CCCCOC(=O)n1c(=O)oc2ccccc21	-1
COc1ccc(NC(=O)CSc2nc3cc(OC)c(OC)cc3c3nc(-c4ccccc4)nn23)cc1Cl	-12
Cc1nc2ccc(S(=O)(=O)NC(C(=O)N3CCC(C)CC3)C(C)C)cc2s1 (stereo not drawn)	-5
COc1ccc(CCNCc2cccc(Oc3ccccc3)c2)cc1OC	-9
CCOC(=O)Cn1c(=O)oc2cc(S(=O)(=O)NCC3CCCO3)ccc21 (stereo not drawn)	-3
Cc1ccc(Sc2nc3ccc(C)cn3c(=O)c2C=Nc2ccc(Cl)cc2)cc1	-2

Carrying on:
SMILES	14-3-3 PPI
COc1ccc(NC(=O)CN(C)S(=O)(=O)c2ccc(Br)s2)cc1OC	7
O=c1oc2ccc([N+](=O)[O-])cc2cc1-c1csc(Nc2ccccc2)n1	-28
CCOc1cc(CN2CCCCC2)ccc1OC	-5
Cc1cc2oc(=O)cc(CN3CCCCC3)c2cc1C(C)C	-11
CCc1ccccc1-n1c(SCc2ccccc2F)nc2[nH]ncc2c1=O	-4
Cc1ccc(-n2c3c(cc(C(=O)N4CCN(C)CC4)c2=O)C(=O)CC(C)(C)C3)cc1	-4
COc1cc(OC)c(C2Nc3ccccc3NC3=C2C(=O)CC(c2cc(OC)c(OC)c(OC)c2)C3)cc1OC (stereo not drawn)	-11
O=P(Nc1ccccc1)(c1ccccc1)c1ccccc1	9
CCOC(=O)C1=CN(c2cc(C)cc(C)c2)C=C(C(=O)OCC)C1c1cccc(Cl)c1	3
Cc1cc(N)n(-c2ccccc2C)n1	-3
CCC1CCCCN1C(=O)c1c[nH]c2ccc(S(=O)(=O)Nc3cccc(OC)c3)cc2c1=O (stereo not drawn)	-10
COc1ccc(CNC(=O)c2cccc3c2C(=O)N(Cc2cccnc2)C3)cc1	-2
COc1cc(C(=O)CSc2nncn2C)cc(OC)c1OC	-6
Cc1c(C(=O)OCCOC(C)C)[nH]c2c1C(=O)CC(c1ccc(F)cc1)C2 (stereo not drawn)	-6
COc1ccc(-n2c3c(cc(C(=O)Nc4ccc(C)cc4)c2=O)C(=O)CCC3)cc1	-4
CCc1ccc(-n2c(SCC(=O)Nc3cccc(Cl)c3C)nc3[nH]ncc3c2=O)cc1	-2
C=CCNc1ncnc2ccccc12	-11&-9
NCCC(=O)N1CCOCCOCCOCCOCC1	1
O=C(Cn1cnc2sc3c(c2c1=O)CCCC3)N1CCN(c2ccccn2)CC1	3
CCC(=O)OC1CC(C)N(C(=O)c2ccccc2)c2ccc(C)cc21 (stereo not drawn)	-8
COC(=O)c1ccc2c(c1)C(=O)N(C1CCCCC1)C2=O	-4
CC(C)c1ccc(OCC(=O)Nc2nc(-c3ccccc3)cs2)cc1	2
COc1ccccc1N1CCN(C(=O)c2ccc(N(C)C)cc2)CC1	-7
Cc1c(C(=O)NCc2ccccc2)oc2ccc(S(=O)(=O)N3CCCC(C)C3)cc12 (stereo not drawn)	-1
COC(=O)Cn1cc(C(=O)C2CC2)c2ccccc21	50*

Nothing new here: an excerpt of the list.
SMILES	14-3-3 PPI
COc1ccc(NC(=O)CN(C)S(=O)(=O)c2ccc(Br)s2)cc1OC	7
O=c1oc2ccc([N+](=O)[O-])cc2cc1-c1csc(Nc2ccccc2)n1	-28

15 of the compounds above, with values ahead of the structure:
14-3-3 PPI | mol
-10 | CCC1CCCCN1C(=O)c1c[nH]c2ccc(S(=O)(=O)Nc3cccc(OC)c3)cc2c1=O (stereo not drawn)
-2 | COc1ccc(CNC(=O)c2cccc3c2C(=O)N(Cc2cccnc2)C3)cc1
-6 | COc1cc(C(=O)CSc2nncn2C)cc(OC)c1OC
-6 | Cc1c(C(=O)OCCOC(C)C)[nH]c2c1C(=O)CC(c1ccc(F)cc1)C2 (stereo not drawn)
-4 | COc1ccc(-n2c3c(cc(C(=O)Nc4ccc(C)cc4)c2=O)C(=O)CCC3)cc1
-2 | CCc1ccc(-n2c(SCC(=O)Nc3cccc(Cl)c3C)nc3[nH]ncc3c2=O)cc1
-11&-9 | C=CCNc1ncnc2ccccc12
1 | NCCC(=O)N1CCOCCOCCOCCOCC1
3 | O=C(Cn1cnc2sc3c(c2c1=O)CCCC3)N1CCN(c2ccccn2)CC1
-8 | CCC(=O)OC1CC(C)N(C(=O)c2ccccc2)c2ccc(C)cc21 (stereo not drawn)
-4 | COC(=O)c1ccc2c(c1)C(=O)N(C1CCCCC1)C2=O
2 | CC(C)c1ccc(OCC(=O)Nc2nc(-c3ccccc3)cs2)cc1
-7 | COc1ccccc1N1CCN(C(=O)c2ccc(N(C)C)cc2)CC1
-1 | Cc1c(C(=O)NCc2ccccc2)oc2ccc(S(=O)(=O)N3CCCC(C)C3)cc12 (stereo not drawn)
50* | COC(=O)Cn1cc(C(=O)C2CC2)c2ccccc21

The list continues.
SMILES	14-3-3 PPI
CCOc1ccc(C(C)=O)cc1N1C(=O)C2C3c4ccccc4C(c4ccccc43)C2C1=O (stereo not drawn)	-7
CCc1ccccc1Nc1nc(-c2cccnc2)cs1	1
CCOc1ccc(N2CC(C(=O)NCCCOC)CC2=O)cc1 (stereo not drawn)	9
CCOCCCNC(=O)C(Cc1ccccc1)NC(=O)c1ccco1 (stereo not drawn)	-1
O=C(Nc1cccc(-c2nc3ncccc3o2)c1)c1ccc(Br)cc1	-25
CC1=C(C(=O)N2CCCCC2)C(c2cccs2)NC(=O)N1 (stereo not drawn)	-1
COc1ccc(C2CC(c3ccccc3)n3ncnc3N2)cc1 (stereo not drawn)	19
COc1ccc(N2CCN(C(=O)c3ccc(N4C(=O)NC5CC4(C)Oc4ccccc45)cc3)CC2)cc1 (stereo not drawn)	-4
Cc1ccc2c(c1)nnn2C1CCN(CC(=O)c2ccc(Cl)cc2)CC1	-9
CC(=O)Nc1ccc(NC(=O)C2C3C=CC(C3)C2C(=O)O)cc1 (stereo not drawn)	1
O=C(Nc1nc2ccc(Br)cc2s1)c1ccc(Oc2ccccc2)cc1	-3
COc1ccccc1NC(=O)Cn1cnc2c(oc3ccccc32)c1=O	-1
O=C(Nc1nccs1)C1CCCN1S(=O)(=O)c1cccc2cccnc12 (stereo not drawn)	-5
c1ccc(Oc2nc(Oc3ccccc3)nc(N3CCOCC3)n2)cc1	-18
Cc1nn(-c2ccccc2)c(OC(=O)c2ccccc2F)c1S(=O)(=O)c1ccccc1	-13
Cc1cc(N2CCC(C)CC2)nc2ccc(NC(=O)c3ccc(Br)o3)cc12	-11
O=C(O)c1ccc(N2C(=O)C3ON(c4ccccc4)C(c4ccccc4F)C3C2=O)cc1 (stereo not drawn)	0
Cc1cccc(N2C(N)=NC(N)=NC23CCCCC3)c1	-1&8
CCCCC(CCC(=O)Nc1ccc(C(=O)OC)cc1)C(=O)O (stereo not drawn)	-4
O=C(Cn1nnc(-c2ccncc2)n1)NCCc1ccccc1	-13
CCOc1ccc(NC(=O)c2cc3c(-c4cccc(OC)c4)nn(C)c3s2)cc1	0
N=C(N)c1ccc(N)cc1	-9
CCC(C)[C@H](NC(=O)NCc1cccs1)C(=O)OC (stereo partly drawn)	-4
COc1ccc(NC(=O)C2CCN(c3nc(C)nc4c3CCC4)CC2)cc1	1
Cc1cccc2nc(CSc3nncn3-c3ccccc3)cn12	-10

More entries
SMILES	14-3-3 PPI
O=[N+]([O-])c1ccc(N2CCN(c3ccc([N+](=O)[O-])c4cccnc34)CC2)c(Cl)c1	6
Cc1nc2c(C(=O)NC3CCCCC3C)cnn2c(C)c1Cc1cccc(Br)c1 (stereo not drawn)	-7
O=C(CN(Cc1ccccc1)S(=O)(=O)c1ccccc1)N1CCOCC1	4
CS(=O)(=O)N(CC(=O)NCc1ccco1)c1cc(C(F)(F)F)ccc1Cl	-6&-6
Cc1ccc(C2(c3ccc(C)cc3)NC(=O)N(Cc3c(C)noc3C)C2=O)cc1	4
Cc1cc(N2C(=O)C3CC=CCC3C2=O)cc(C)c1Br (stereo not drawn)	3
COc1ccc(S(=O)(=O)N(C(=O)c2ccncc2)c2ccc(OC(=O)c3ccncc3)cc2)cc1	-6
CCC(C)NC(=O)C1CCCN(S(=O)(=O)N2CCCCCC2)C1 (stereo not drawn)	0
CCOc1ccccc1C1C(C(=O)Nc2ccc(Cl)cc2)=C(C)Nc2nc3ccccc3n21 (stereo not drawn)	-1
CCOC(=O)c1cnc2ccc(OCC)cc2c1Nc1ccc(Oc2ccccc2)cc1	2
O=C1C(=O)N(Cc2ccc(Cl)cc2)c2ccc(S(=O)(=O)N3CCOCC3)cc21	-43
CCN(CC)S(=O)(=O)c1ccc(C(=O)Nc2nc3ccc4sc(C)nc4c3s2)cc1	-8
O=C(Nc1nnc(-c2ccc(Br)cc2)s1)c1ccc([N+](=O)[O-])cc1	1
COc1ccc(C(=O)Nc2sc(C)cc2C(=O)O)cc1	-3
COc1ccc(NC(=O)CN2C(=O)C3C4CCC(C4)C3C2=O)cc1 (stereo not drawn)	-11
CCOC(=O)/C=C1\CC(=O)Nc2cc(C)c(C)cc2N1	-5
c1cc(-c2ccncc2)ccn1	1
Cc1nc2nc(SCC(=O)NC3CCCCC3)nn2c(C)c1Cc1cccc(Cl)c1	-11
CCCNC(=O)c1cc(-c2ccc(OC)c(OC)c2)on1	1
Cc1ccc(S(=O)(=O)N2CCC(C(=O)N3CCCCC3)CC2)cc1	0
O=C1C2C3C=CC(O3)C2C(=O)N1c1ccccc1Cl (stereo not drawn)	5
COc1ccc(N2CCN(C(=O)C(Cc3ccccc3)n3cccc3)CC2)cc1 (stereo not drawn)	-7
COc1ccc(-c2nnc(SCC(=O)N3CCC(Cc4ccccc4)CC3)o2)cc1OC	-6
CC(C)CN1C(=O)c2ccc(C(=O)Nc3nccs3)cc2C1=O	-5&0
CCc1nnc(NC(=O)CSc2nc3c(c(=O)n2-c2ccc(F)cc2)SCC3)s1	-3
COCCCNCC(=O)Nc1ccc(OC(F)(F)F)cc1	-5
Cc1ccc(C)c(N2CCN(C(=O)CN3C(=O)c4ccccc4C3=O)CC2)c1	-3
O=C(Nc1ccc(Cc2ccncc2)cc1)c1ccc(-c2ccc(Cl)cc2)o1	1

High-throughput results from PubChem BioAssay.

Only part of the results is shown (hit frequency here may not be typical).
